GRK2 aptamer HTS: compounds blocking aptamer binding on GRK2 – biochemical, human GRK2, bead flow cytometry, HTS, primary screen. 0.59% of 330,000 active. AID 488847, 2010. inhibition of aptamer binding, % at 10 µM. Beta-adrenergic receptor kinase 1 (Homo sapiens), P25098. FAM-aptamer displacement from GRK2;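 active = inhibition of aptamer binding above 40%, roughly 3 SD of noise, on plates passing a quality check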;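 note: median bead fluorescence of bound FAM aptamer so fluorescent compounds give negative values; no value below 0 was filed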
Target sequence (P25098 whole entry, looked up): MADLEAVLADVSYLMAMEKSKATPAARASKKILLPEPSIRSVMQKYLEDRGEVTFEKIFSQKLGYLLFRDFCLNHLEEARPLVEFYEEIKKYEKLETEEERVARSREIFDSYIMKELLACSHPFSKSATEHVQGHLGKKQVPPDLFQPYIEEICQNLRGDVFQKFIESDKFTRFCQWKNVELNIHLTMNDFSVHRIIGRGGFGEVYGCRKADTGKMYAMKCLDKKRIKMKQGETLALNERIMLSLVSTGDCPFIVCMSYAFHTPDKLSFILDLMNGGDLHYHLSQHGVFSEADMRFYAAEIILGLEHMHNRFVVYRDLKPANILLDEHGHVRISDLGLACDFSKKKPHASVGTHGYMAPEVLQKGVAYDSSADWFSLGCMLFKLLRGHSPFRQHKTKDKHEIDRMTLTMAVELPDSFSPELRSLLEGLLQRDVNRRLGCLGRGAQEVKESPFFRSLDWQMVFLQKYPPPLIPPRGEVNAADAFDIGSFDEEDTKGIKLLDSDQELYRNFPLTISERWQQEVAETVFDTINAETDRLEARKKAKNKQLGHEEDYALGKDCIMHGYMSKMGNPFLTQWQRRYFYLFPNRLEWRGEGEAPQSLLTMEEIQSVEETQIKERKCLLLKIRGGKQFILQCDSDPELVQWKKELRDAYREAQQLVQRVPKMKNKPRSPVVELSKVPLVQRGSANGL
LAP4 TOR yeast: modulators of LAP4-GFP expression in yeast, primary screen, S. cerevisiae, multiplex flow cytometry, MLPCN library; 0.34% of 320,000 active; GFP response vs DMSO, % at 10 µM; 3 h; median GFP as percent of DMSO wells; AID 2023, 2009;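 active = GFP response vs DMSO above a set limit, about the screen mean plus 3 SD, cut at about 150% in these data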
RPL19A TOR yeast: RPL19A-GFP expression modulators in yeast, primary screen, cell-based, S. cerevisiae, multiplex flow cytometry, MLPCN; S. cerevisiae RPL19A-GFP strain, 3 h; hits give low values; percent response vs DMSO, % at 10 µM; 0.3% of 330,000 active; AID 2025, 2009;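 active = percent response vs DMSO below 50%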;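 note: median channel GFP fluorescence of the barcoded RPL19A-GFP strain; ratio of sample median GFP to plate DMSO average so 100% = DMSO; lower means less RPL19A-GFP as with rapamycin TOR inhibition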
VLA-4 inh: inhibition in human VLA-4 binding assay, primary screen, VLA-4 allosteric modulator project, MLPCN library, flow cytometry, VLA-4 expressing cells; Integrin alpha-4 (Homo sapiens), P13612; ligand binding flow cytometry; inhibition, % (about 7 µM as worked out from the volumes in the protocol); 0.2% of 330,000 active; AID 2557, 2010; in the data active = inhibition above about 50%
JMJD2C inh: inhibitors of GASC-1 histone demethylase, primary screen, biochemical, fluorescence, DELFIA europium | inhibition, % at 2.35 µM | 0.069% of 330,000 active | Lysine-specific demethylase 4C (Homo sapiens), Q9H3R0 | GST-JMJD2C(1-420) H3K9me3 demethylation;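 active = more than half of a compound's replicate wells show inhibition beyond 50%, single wells judged on their own value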;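 note: signal counts dimethyl H3K9 product captured on neutravidin plate; 0% = median of DMSO wells and 100% = 0.3 times that DMSO median; strong numbers were not always called active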
MEP2 TOR yeast: modulators of MEP2-GFP levels in yeast, primary screen, S. cerevisiae, multiplex flow cytometry, MLPCN library; S. cerevisiae MEP2-GFP strain, 3 h; 100% = DMSO control level; GFP response vs DMSO, % at 10 µM; 0.51% of 330,000 active;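 active = GFP response versus DMSO above a set limit, roughly screen mean plus 3 SD, cut at about 180% in these data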;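 note: median GFP fluorescence of the barcode-gated MEP2-GFP cells per well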
AGP1-GFP MLPCN: modulators of AGP1-GFP expression in yeast TOR pathway, primary screen, cell-based, multiplex flow cytometry, S. cerevisiae, MLPCN library. 3 h; GFP as percent of DMSO wells. GFP response vs DMSO, % at 10 µM. 0.02% of 320,000 active. AID 2066, 2009;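 active = GFP response relative to DMSO above a set limit, near screen average plus 3 SD, cut at about 150% in these data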;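 note: median GFP channel fluorescence of the gated AGP1 strain per well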
CIT2 TOR yeast: modulators of CIT2-GFP expression in yeast, primary screen, S. cerevisiae, GFP fusion, multiplex flow cytometry, MLPCN library. S. cerevisiae CIT2-GFP strain, 3 h; 100 means same as DMSO wells. GFP response vs DMSO, % at 10 µM. 0.065% of 320,000 active. AID 2029, 2009;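 active = GFP response relative to DMSO above a set limit, near the screen mean plus 3 SD, cut at about 150% in these data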;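 note: ratio of well median GFP fluorescence to mean of DMSO wells on the plate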
The depositor's hits bear a star; nt = not tested or not shown.

SMILES	GRK2 aptamer HTS	LAP4 TOR yeast	RPL19A TOR yeast	VLA-4 inh	JMJD2C inh	MEP2 TOR yeast	AGP1-GFP MLPCN	CIT2 TOR yeast
CCC(=O)N(CC)c1nc(-c2ccc(OC)cc2)cs1	0	95	100	-7	-1	102	93	99
COc1ccc(S(=O)(=O)N2CCCCC2)cc1	2	88	88	9	-4	89	nt	84
COc1ccc2nc(NC(=O)c3ccc(-c4cccc([N+](=O)[O-])c4)o3)sc2c1	0	99	101	22	1	101	97	100
Cc1ccc(-c2csc3ncnc(Sc4nnc(CN5CCCCCC5=O)o4)c23)cc1	0	106	99	33	20	100	102	92
O=C(NCc1ccccc1F)c1ccc(S(=O)(=O)Nc2cccc(C(F)(F)F)c2)cc1	2	99	107	-2	6	103	104	104
Cc1ccc(NNC(=O)c2ccno2)cc1C	0	101	98	3	-3	89	104	105
CCCCNC(=O)CN1C(=O)NC2(CCCc3ccccc32)C1=O (stereo not drawn)	4	103	102	-4	2	111	105	94
O=C(COC(=O)/C=C/c1cn(-c2ccccc2)nc1-c1ccc2c(c1)OCCO2)NC1CCS(=O)(=O)C1 (stereo not drawn)	3	106	101	-6	-5	100	104	114
Cc1cccc(-n2c(=O)[nH]c3c(C(N)=O)nc(C(C)C)nc32)c1	0	97	98	-26	13	99	99	100
COc1cccc(C2Nc3cc(Cl)c(S(N)(=O)=O)cc3S(=O)(=O)N2)c1 (stereo not drawn)	3	99	95	7	10	98	95	98
COc1ccccc1NC(=O)c1c(Br)cnn1C	0	101	98	8	-1	98	91	88
OC(CNCc1ccc(Cl)c(Cl)c1)c1ccccc1 (stereo not drawn)	1	100	98	0	23	96	99	99
CCN(C(=O)COC(=O)CCCN1C(=O)c2cccc3cccc(c23)C1=O)C1CCS(=O)(=O)C1 (stereo not drawn)	0	101	96	6	0	94	100	98
COc1nc(OC)nc(Oc2ccc(Cl)cc2[N+](=O)[O-])n1	5	74	100	23	0	105	94	108
COc1cccc(OCc2cc(C(=O)N(C)Cc3nc4ccccc4[nH]3)no2)c1	1	92	98	2	22	98	98	99
COC(=O)[C@H](Cc1ccccc1)NC(=O)Nc1ccc(S(N)(=O)=O)cc1	0	101	99	2	10	103	111	106
COc1ccc(-n2nc(C(=O)NCC(=O)N3CCOCC3)c3ccccc3c2=O)c(OC)c1	1	106	98	14	12	112	99	95
CN(C)c1cccc(NC(=O)CCc2ccccc2)c1	0	101	99	29	-2	98	98	99
O=C(NCCNC(=O)c1ccc(-c2ccc(Cl)c(Cl)c2)o1)c1cnccn1	0	111	100	-4	6	99	111	98
Cc1ccc2occ(/C=C/C(=O)O)c(=O)c2c1	0	107	104	14	-16	109	98	107
COc1ccc(C(=O)Nc2ccccc2C(=O)NC(Cc2ccc(O)cc2)C(=O)NNC(=O)c2ccc(C)cc2)cc1 (stereo not drawn)	0	94	104	2	6	103	100	105
O=C(NC1CCN(C(=O)Nc2ccc(F)cc2)CC1)c1ccc(F)cc1	0	93	100	8	3	104	101	100
CC(=O)N1N=C(c2ccccc2)CC1c1cccs1 (stereo not drawn)	0	105	101	23	0	104	95	92
O=C(O)C1=C(C(=O)Nc2ccc(F)c(Cl)c2)CCCC1	0	98	99	9	14	97	104	92
CCN(c1ccccc1)S(=O)(=O)c1ccc(N)c(OC)c1	0	83	81	-7	3	81	86	78
CC1CCN(S(=O)(=O)N2CCC(C(=O)NCCN3CCOCC3)CC2)CC1	0	103	102	-17	6	104	103	109
COc1ccccc1CC(=O)NC1CC1	14	93	97	-10	-5	101	98	98
COCCOC(=O)C1=C(C)NC(=O)N(C(C)=O)C1c1ccc(Cl)cc1 (stereo not drawn)	0	106	102	-6	-1	102	100	99
CN(C)C=Nc1ccc(Cl)c(Cl)c1	0	103	106	8	4	109	107	108
COc1ccc(S(=O)(=O)NCC(c2ccco2)N2CCOCC2)cc1 (stereo not drawn)	0	85	96	38	2	97	91	101
CC(C)(C)CC(=O)O/N=C(\N)c1ccncc1	1	92	98	0	1	97	91	98
COc1ccc(CNC(=O)COC(=O)c2nc3nc(C)cc(C)n3n2)cc1	1	100	91	-2	-3	94	101	88
Cc1ccccc1NC(=O)C1Cc2ccccc2CN1C(=O)c1ccco1 (stereo not drawn)	0	91	99	1	4	100	100	98
Cc1nn(CCOc2ccccc2)c(=O)n1-c1ccccc1F	3	87	101	9	-25	104	97	103
CCC(CO)NC(=O)c1ccccc1C(F)(F)F (stereo not drawn)	3	107	100	-4	-7	103	106	105
CCCNC(=O)CN1C(=O)NC(CCc2ccccc2)C1=O (stereo not drawn)	1	99	98	12	-9	92	97	92
COc1ccc(-n2nc3cc(C)c(NC(C)=O)cc3n2)cc1	0	104	96	10	-29	100	96	97
C[C@H](CO)NC(=O)[C@H](C)[C@@H]1C[C@@]1(C)[C@@H](NC(=O)OCc1ccccc1)c1ccccc1	0	130	100	25	29	93	87	113
Cc1cc(C(=O)N2CCCC(C(=O)c3ccc(Cl)cc3C)C2)no1 (stereo not drawn)	0	96	95	-4	-9	95	91	92
Cc1ccc(C(=O)NNC(=O)C(C)Oc2ccc3ccccc3c2)o1 (stereo not drawn)	3	104	97	1	-3	103	106	93
Cc1nc2c(C(=O)NCc3ccc(F)cc3)c[nH]n2c(=O)c1Cl	1	102	100	3	-5	102	104	98
CCOC(=O)CCCNC(=O)COC(=O)c1cccc(C)c1O	0	100	99	-8	-18	96	100	98
Cc1oc(-c2ccccc2Cl)nc1CN(C)C(C)c1ccon1 (stereo not drawn)	2	88	98	-6	7	108	96	105
CCOC(=O)c1c(CSc2ccc(CC)cc2)oc2ccc(O)c(CN(C)C)c12	0	96	102	17	1	108	97	99
COc1ccc(/C=C2\SC(=O)N(CC(=O)NCCC(C)C)C2=O)cc1OC	1	107	101	-1	-2	101	103	101
COc1ccc(NC(=O)C2CC(=O)N(c3cc(C)ccc3C)C2)cc1 (stereo not drawn)	5	105	97	14	-10	100	102	107
COc1ccc(/C=C2\Sc3ccc(C(=O)N4CCCC4)cc3N(C)C2=O)cc1OC	0	103	101	2	53*	113	105	109
CC(C)CNS(=O)(=O)c1ccc(CCC(=O)N2CCC(C(N)=O)CC2)cc1	6	118	84	-4	-13	105	104	96
Cn1c(CS(=O)Cc2c(Cl)cccc2Cl)nnc1SCc1ccc(Cl)cc1 (stereo not drawn)	2	97	101	-9	6	97	98	99
c1ccc(CN2CCN(c3ncnc4c3[nH]c3ccccc34)CC2)cc1	1	94	97	16	2	98	92	98
Additional records follow.
SMILES	GRK2 aptamer HTS	LAP4 TOR yeast	RPL19A TOR yeast	VLA-4 inh	JMJD2C inh	MEP2 TOR yeast	AGP1-GFP MLPCN	CIT2 TOR yeast
COc1ccc(/C=C/C(=O)OCC(=O)Nc2ccc3c(c2)OCO3)cc1	4	98	98	6	12	96	96	96
O=C(NCc1ccco1)N1c2ccccc2Sc2ccccc21	4	98	94	33	-5	96	100	96
O=C(c1ccc(Cl)cc1)N1CCC(=O)N(C(CO)Cc2ccccc2)CC1 (stereo not drawn)	0	120	105	-172	-1	98	94	100
COc1cccc(CC(=O)OCC(=O)NC2CCCCCC2)c1	0	77	99	0	8	93	82	97
CCCCCOc1ccccc1C(=O)NCCCC(=O)O	0	91	99	6	-12	103	101	nt
CCCn1cc(SCC(=O)Nc2ccc3c(c2)OCO3)c2ccccc21	10	103	97	20	-11	99	93	92
Cc1nc(C)c(C(=O)C2=C(O)C(=O)N(CCN3CCOCC3)C2c2cccnc2)s1 (stereo not drawn)	2	107	103	-10	-6	114	nt	105
Cc1ccnn1C(C)C(=O)O (stereo not drawn)	0	100	100	7	-11	99	103	88
COc1ccccc1CNC(=O)COC(=O)c1cc(=O)[nH]c2ccccc12	0	114	105	6	5	103	107	90
COc1ccc(Cl)cc1NC(=O)CCNC(=O)OCc1ccccc1	5	93	101	10	-4	104	93	96
COc1cccc(C(=O)O/N=C(\N)c2ccncc2)c1OC	0	94	102	-23	-2	104	102	107
Nc1cc2c(cc1C(=O)c1ccc(Cl)cc1)OCCO2	0	98	106	8	-24	113	109	112
CN(Cc1ccccc1Cl)C(=O)CNC(=O)C12CC3CC(CC(C3)C1)C2	3	91	96	-10	4	93	96	89
O=C1OCC=C1NNC(=O)c1cccnc1	1	89	102	10	-4	97	96	98
O=C(COc1ccc2ccccc2c1)Nc1cccc2cccnc12	3	102	98	-2	-1	98	93	92

A different layout for some results above.
compound,GRK2 aptamer HTS,LAP4 TOR yeast,RPL19A TOR yeast,VLA-4 inh,JMJD2C inh,MEP2 TOR yeast,AGP1-GFP MLPCN,CIT2 TOR yeast
COc1ccc(NC(=O)C2CC(=O)N(c3cc(C)ccc3C)C2)cc1 (stereo not drawn),5,105,97,14,-10,100,102,107
COc1ccc(/C=C2\Sc3ccc(C(=O)N4CCCC4)cc3N(C)C2=O)cc1OC,0,103,101,2,53*,113,105,109
CC(C)CNS(=O)(=O)c1ccc(CCC(=O)N2CCC(C(N)=O)CC2)cc1,6,118,84,-4,-13,105,104,96
Cn1c(CS(=O)Cc2c(Cl)cccc2Cl)nnc1SCc1ccc(Cl)cc1 (stereo not drawn),2,97,101,-9,6,97,98,99
c1ccc(CN2CCN(c3ncnc4c3[nH]c3ccccc34)CC2)cc1,1,94,97,16,2,98,92,98
COc1ccc(/C=C/C(=O)OCC(=O)Nc2ccc3c(c2)OCO3)cc1,4,98,98,6,12,96,96,96
O=C(NCc1ccco1)N1c2ccccc2Sc2ccccc21,4,98,94,33,-5,96,100,96
O=C(c1ccc(Cl)cc1)N1CCC(=O)N(C(CO)Cc2ccccc2)CC1 (stereo not drawn),0,120,105,-172,-1,98,94,100
COc1cccc(CC(=O)OCC(=O)NC2CCCCCC2)c1,0,77,99,0,8,93,82,97
CCCCCOc1ccccc1C(=O)NCCCC(=O)O,0,91,99,6,-12,103,101,nt
CCCn1cc(SCC(=O)Nc2ccc3c(c2)OCO3)c2ccccc21,10,103,97,20,-11,99,93,92
Cc1nc(C)c(C(=O)C2=C(O)C(=O)N(CCN3CCOCC3)C2c2cccnc2)s1 (stereo not drawn),2,107,103,-10,-6,114,nt,105
Cc1ccnn1C(C)C(=O)O (stereo not drawn),0,100,100,7,-11,99,103,88
COc1ccccc1CNC(=O)COC(=O)c1cc(=O)[nH]c2ccccc12,0,114,105,6,5,103,107,90
COc1ccc(Cl)cc1NC(=O)CCNC(=O)OCc1ccccc1,5,93,101,10,-4,104,93,96
COc1cccc(C(=O)O/N=C(\N)c2ccncc2)c1OC,0,94,102,-23,-2,104,102,107
Nc1cc2c(cc1C(=O)c1ccc(Cl)cc1)OCCO2,0,98,106,8,-24,113,109,112
CN(Cc1ccccc1Cl)C(=O)CNC(=O)C12CC3CC(CC(C3)C1)C2,3,91,96,-10,4,93,96,89
O=C1OCC=C1NNC(=O)c1cccnc1,1,89,102,10,-4,97,96,98
O=C(COc1ccc2ccccc2c1)Nc1cccc2cccnc12,3,102,98,-2,-1,98,93,92
